NPY Y1 blocker: antagonists of human neuropeptide Y receptor Y1. 200,000 compounds, 1% hits. HEK293-CNG Y1 cells, membrane potential fluorescence; NPY at EC95, then isoproterenol. P25929. AID 1040. inhibition, % at 3.6 µM;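 active = inhibition above the campaign mean inhibition of all tested compounds plus 3 SD, cut at about 20% in these data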;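 also: 0% = DMSO wells given NPY plus isoproterenol and 100% = isoproterenol alone without NPY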
Target sequence (P25929 whole entry, looked up): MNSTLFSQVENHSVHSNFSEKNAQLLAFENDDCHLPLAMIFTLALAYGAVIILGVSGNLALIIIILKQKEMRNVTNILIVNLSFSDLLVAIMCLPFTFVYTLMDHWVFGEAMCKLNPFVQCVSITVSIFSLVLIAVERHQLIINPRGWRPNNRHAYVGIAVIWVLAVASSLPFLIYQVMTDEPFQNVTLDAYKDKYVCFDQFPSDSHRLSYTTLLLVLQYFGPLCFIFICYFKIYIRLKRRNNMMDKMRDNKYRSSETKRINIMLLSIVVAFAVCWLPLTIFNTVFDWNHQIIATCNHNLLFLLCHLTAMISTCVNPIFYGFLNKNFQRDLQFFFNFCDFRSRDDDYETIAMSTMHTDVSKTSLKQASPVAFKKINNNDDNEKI
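Benchmarks – high control isoproterenol alone, low control NPY with isoproterenol · Material – HEK293 Y1/CNG channel cell line · Times – dye 3 h, compound 60 min room temperature, stimulation 45 min · Probe or stimulus – NPY (25 nM), isoproterenol (1 µM), Ro 20-1724 (25 µM) · Evaluation – % inhibition of NPY effect · Signal – fluorescence, membrane potential probe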
PGE2 EP2 inh: blocks the human prostaglandin E2 receptor EP2 | inhibition, % at 25 µM | AID 1422 | C6 glioma cells expressing human EP2, cAMP TR-FRET; cells stimulated with saturating PGE2 | 260,000 compounds, 0.52% hits | P43116;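 active = percent inhibition above 40 after rounding to a whole number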;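 also: rat C6 glioma host cells with rolipram phosphodiesterase inhibitor present; the protocol text gives 20 µM as final concentration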
NPY2 pot ag: human NPY-Y2 potentiation or agonism, primary screen; activation, % at 3.6 µM; P49146; cells expressing NPY-Y2, potentiator/agonist read-out; 220,000 compounds, 0.45% hits; in the data active = activation above about 27%;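 also: cells stimulated with NPY near EC25 plus isoproterenol at EC100; 0% = vehicle plus submaximal agonist and 100% = vehicle plus saturating agonist; some results beyond the cut were filed as inactive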
eIF4E 4G PPI: blocks eIF4E binding to eIF4G | P63073+Q04637 | TR-FRET eIF4E-eIF4GI(517-606) binding, 2 h | inhibition, % at 21.7 µM | 220,000 compounds, 0.37% hits;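 active = inhibition above about 30%, limit read from the data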;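 also: 0% = full FRET control wells and 100% = background wells lacking eIF4GI fragment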
p97 inhibitor: human p97 ATPase inhibition; P55072; recombinant p97 ATPase, Kinase-Glo ATP luminescence, 3 h; inhibition, % at 8 µM; 220,000 compounds, 0.42% hits; in the data active = inhibition above about 15%;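 also: 0% = DMSO vehicle and 100% = wells lacking enzyme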
S1P4 ag: activates the human S1P4 receptor | O95977 | S1P4-expressing cell line, agonist reporter assay | activation, % at 4.98 µM | 220,000 compounds, 0.35% hits | AID 1509; in the data active = activation above about 11%;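 also: 0% = DMSO vehicle and 100% = reference agonist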
Target sequence (O95977 whole entry, looked up): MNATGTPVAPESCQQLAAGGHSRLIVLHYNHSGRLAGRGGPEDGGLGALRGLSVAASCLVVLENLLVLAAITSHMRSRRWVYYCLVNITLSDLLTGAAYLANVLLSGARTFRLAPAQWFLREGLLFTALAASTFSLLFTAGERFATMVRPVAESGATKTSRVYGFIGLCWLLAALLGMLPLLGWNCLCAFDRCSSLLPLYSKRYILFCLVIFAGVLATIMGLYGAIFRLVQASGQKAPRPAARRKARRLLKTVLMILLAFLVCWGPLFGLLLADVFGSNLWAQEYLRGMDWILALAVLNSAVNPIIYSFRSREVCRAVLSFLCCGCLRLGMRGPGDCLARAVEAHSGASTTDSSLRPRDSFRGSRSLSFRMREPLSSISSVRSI
S1P4 antagonist: blocks the human S1P4 receptor | S1P4-expressing cells, antagonist mode, reporter read-out | inhibition, % at 4.98 µM | AID 1510 | 220,000 compounds, 0.26% hits | O95977; in the data active = inhibition above about 29%;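 also: 0% = wells stimulated with agonist and 100% = vehicle wells without agonist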
EP2 modulator: EP2 receptor (human) modulation | EP2-expressing cells, cAMP HTRF FRET, PGE2 co-stimulation | P43116 | 260,000 compounds, 0.83% hits | induction, % at 25 µM;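 active = compounds whose cAMP rise, as percent of the full-agonist control response, exceeds 60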;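 also: rat C6 glioma line stably carrying human EP2 under a CMV promoter; the protocol text gives 20 µM as final concentration; 100% = response of wells given 1 µM PGE2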
NPY1 pot ag: potentiates or activates human NPY-Y1 receptor. P25929. NPY-Y1 expressing cells, potentiator/agonist activation. activation, % at 3.6 µM. 220,000 compounds, 0.37% hits. AID 1304; in the data active = activation above about 33%, passing the limit was not always enough;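 also: cells stimulated with NPY at EC10 then isoproterenol at EC100; 0% = low agonist plus stimulus and 100% = saturating agonist plus stimulus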
Numbers without * were called inactive; · = not tested or not shown; [ ] = another dose, or the depositor's remark.

Under each structure – NPY Y1 blocker	PGE2 EP2 inh	NPY2 pot ag	eIF4E 4G PPI	p97 inhibitor	S1P4 ag	S1P4 antagonist	EP2 modulator	NPY1 pot ag
1) COc1ccc(OCC(=O)N2CCN(C(=O)c3ccc([N+](=O)[O-])cc3)CC2)cc1
 : -2.6	9.2	-4.4	1.8	4.8	0.0	-5.0	18.6	6.7
2) Clc1ccc2[nH]c3c(NCCCN4CCOCC4)ncnc3c2c1
 : 5.5	15.3	7.3	1.0	3.3	0.3	-3.0	-53.9	7.8
3) Cc1nc2ccccc2c(=O)n1/N=C/c1c(O)ccc2oc3c(c12)CCCC3
 : -3.3	·	-5.5	-12.0	1.1	1.3	-16.4	24.6	10.8
4) Clc1cccc(N/N=C/c2ccc(N3CCOCC3)cc2)c1
 : 3.3	16.0	13.6	-2.7[fluorescence artefact?]	-2.4	-0.1	10.2	-32.5	8.0
5) CCOC(=O)CCNC(=O)Nc1ccc2nc(C)n(Cc3cccc(Cl)c3)c(=O)c2c1
 : -0.2	14.4	-11.5	1.6	-6.9	-0.3	-10.4	-26.1	-3.9
6) O=C(CSc1nccc(=O)[nH]1)Nc1cccc(S(=O)(=O)N2CCOCC2)c1
 : -0.9	3.9	4.1	-3.5	-2.3	1.8	-8.8	7.1	-11.8
7) O=C(Nc1ccccc1C(=O)NCCCn1ccnc1)c1ccccc1
 : 0.2	10.3	-10.6	5.3[fluorescence artefact?]	2.9	0.5	8.8	12.0	-11.8
8) c1cnc(N2CC[N+]3(CCCC3)CC2)nc1
 : -0.6	11.8	1.6	0.1[fluorescence artefact?]	3.3	0.9	-0.8	11.9	11.0
9) COc1ccc(C(=O)NNC2=NCCCCC2)cc1
 : 7.2	4.3	-0.9	-0.3	2.4	0.4	-8.9	-1.1	9.9
10) CC(C)(C)NC(=O)CN(C(=O)C1(C)CC(=O)N=C2C=CC=CN21)C1CCCC1 (configuration not stated)
 : 3.1	10.6	16.7	2.2	6.8	-0.5	-9.7	28.1	-3.8
11) CCOc1cc(C(=O)OCC(=O)c2c[nH]c3ccccc23)ccc1OCC(=O)N1CCOCC1
 : 1.4	24.9	-4.0	-2.3[fluorescence artefact?]	3.4	-1.6	-17.1	-4.5	15.6
12) CCc1cn([C@H]2C[C@H](O)[C@@H](CO)O2)c(=O)[nH]c1=O
 : 0.7	13.8	5.0	-0.4	7.8	2.2	-10.8	17.6	-14.5
13) COc1cccc(OCCCCCN2CCOCC2)c1
 : 2.2	6.9	-13.9	-4.1[fluorescence artefact?]	1.3	1.3	-12.8	10.5	-22.2
14) CC(C)(C)CC(=O)NC(=S)NCCc1ccccc1
 : 2.8	11.0	5.6	-6.3	0.6	-0.7	-11.2	7.5	0.3
15) Cn1cccc2[nH]c(=O)nc1-2
 : ·	-0.2	3.8	-5.0	2.7	-0.3	-9.8	-7.7	24.1

Next section; it opens with the 2 that closed the last part.
Under each structure – NPY Y1 blocker	PGE2 EP2 inh	NPY2 pot ag	eIF4E 4G PPI	p97 inhibitor	S1P4 ag	S1P4 antagonist	EP2 modulator	NPY1 pot ag
14) CC(C)(C)CC(=O)NC(=S)NCCc1ccccc1
 : 2.8	11.0	5.6	-6.3	0.6	-0.7	-11.2	7.5	0.3
15) Cn1cccc2[nH]c(=O)nc1-2
 : ·	-0.2	3.8	-5.0	2.7	-0.3	-9.8	-7.7	24.1
16) CCCn1c(=NC(=O)c2ccco2)c(C(=O)OCC)cc2c(=O)n3ccccc3nc21
 : 3.3	6.6	11.1	·	0.0	6.9	-22.7	19.7	-3.5
17) Cc1c(/C=N\NC(=O)c2csc3ccccc23)cnn1C
 : 1.2	8.6	-12.4	5.5	4.9	-2.7	-7.0	-2.2	30.3
18) COCCCNCCOCCSc1ccc(Cl)cc1
 : 13.1	6.7	-7.7	7.3[fluorescence artefact?]	3.2	-0.5	-8.2	6.5	12.0
19) Cc1nc(C)c(C(=O)N/N=C/c2c[nH]c3ccccc23)s1
 : 1.9	4.5	-3.5	-3.8	-1.0	1.1	-0.3	-38.8	-8.5
20) O=C(O)c1ccc(NC(=S)NC(=O)c2cccc(COc3ccccc3)c2)cc1
 : 3.5	9.7	-0.5	-0.4	-4.6	-0.3	5.6	57.6	-15.5
21) Cc1nc2nc[nH]n2c(=O)c1NS(=O)(=O)c1ccc(C(C)(C)C)cc1
 : 4.1	2.8	5.2	-1.7	1.4	-0.3	4.2	16.5	9.0
22) COc1ccc(Nc2nc(N)c([N+](=O)[O-])c(NCc3ccccc3)n2)cc1
 : ·	7.1	-22.8	-4.9	-6.2	-1.9	4.1	36.6	12.3
23) Cc1[nH]nc2c1C(c1ccc(F)cc1)C1=C(CC(C)(C)CC1=O)N2 (configuration not stated)
 : -6.3	4.0	-4.0	5.7	2.4	4.0	-10.3	26.6	13.9
24) S=C(Nc1ccccc1)N1CCN(c2ccccn2)CC1
 : -0.9	12.5	-12.3	-5.5	1.9	1.9	-18.8	-14.0	14.4
25) COc1ccc(OC)c(N(CC(=O)NCCSc2ccccc2)S(C)(=O)=O)c1
 : 2.7	8.5	-5.7	3.9	2.2	1.1	1.4	-3.4	-0.5
26) O=C(CSc1nnc(-c2cccs2)n1Cc1ccco1)c1ccc2c(c1)OCO2
 : 11.5	10.9	18.7	-0.8	-0.4	0.7	-16.8	23.0	-6.2
27) COc1ccc(OC)c(CC(NC(C)=O)C(=O)NC2CCN(c3nnnn3-c3ccccc3)CC2)c1 (configuration not stated)
 : ·	5.6	0.8	-1.2	4.2	0.4	-20.5	15.7	22.3
28) O=C(Nc1ccc(S(=O)(=O)Nc2ncccn2)cc1)c1cnc(Cl)c(Cl)c1
 : -2.9	11.0	6.5	0.7	1.9	2.8	-9.8	13.3	-11.8
29) N=C1/C(=C\c2ccc(-c3cccc(Cl)c3)o2)C(=O)N=C2SC=C(c3ccccc3)N12
 : 6.2	9.7	-2.5	0.8	7.2	1.0	-3.9	-2.2	-7.0
30) Cc1ccc(C(=O)NCCSC(C)(C)C)cc1
 : -1.7	9.1	1.4	11.2	-0.7	-2.8	12.7	-10.6	-8.3
31) COc1cccc2cc(-c3ccnc(=S)[nH]3)oc12
 : -1.0	5.3	-18.4	-3.8	6.1	-0.3	-30.0	-30.3	-15.5
32) COc1ccc(-c2noc(CCC(=O)O)n2)cc1
 : 0.3	10.0	-8.1	6.6	-1.3	0.6	-1.1	15.0	-29.1
33) c1ccc2c(c1)ncn2CCn1cnc2ccccc21
 : 1.0	15.6	-1.5	-0.9	4.7	-0.6	-5.2	-14.5	-1.0
34) Cc1cc(C(=O)CCC(=O)N2CCN(c3ccccc3F)CC2)c(C)s1
 : 17.4	1.8	-19.1	2.4	0.6	2.0	-8.8	-18.8	-20.8
35) Cc1[nH]nc(SCC(=O)N2CCOCC2)c1[N+](=O)[O-]
 : -0.6	7.2	-1.9	-4.3	0.2	0.3	-17.1	25.1	0.7
36) COc1ccc(/C=N/n2cnnc2SCCO)cc1OC
 : 1.7	8.0	-8.0	4.5[fluorescence artefact?]	-7.6	1.3	-4.2	-11.5	-18.0
37) CCN(CC(=O)Nc1ccccc1C(=O)OC)S(=O)(=O)c1ccc(OC)cc1
 : 1.8	7.4	-9.8	-5.0[fluorescence artefact?]	-2.2	3.6	4.2	-15.1	-12.2
38) CCC(C)C(=O)Nc1nccs1 (configuration not stated)
 : 1.8	9.1	-4.2	0.3	5.3	2.6	-1.6	30.9	15.3
39) Cc1cccc(-n2nc([N+](=O)[O-])c(=NCc3cccnc3)n2O)c1
 : -0.9	3.0	3.9	2.2[fluorescence artefact?]	8.2	0.5	-7.2	-37.5	4.6
40) O=C(COC(=O)c1cccs1)Nc1cccc(S(=O)(=O)NC2=NCCCCC2)c1
 : 2.4	3.9	15.1	4.2	2.8	2.7	-34.7	-1.0	-0.6
41) COCCNC(=O)c1cccc(NS(=O)(=O)c2cccc3cccnc23)c1
 : 11.3	1.3	-19.3	15.8	8.8	1.2	-14.6	9.9	-13.3
42) Cc1ccc(-n2nnnc2C(Cl)c2nnnn2-c2ccc(C)cc2)cc1
 : -1.9	13.4	-6.0	1.6	5.6	3.6	46.7*	0.6	-4.5
43) O=C(O)C(CCCCN1C(=O)c2ccccc2C1=O)N1C(=O)c2ccccc2C1=O (configuration not stated)
 : 4.8	12.8	16.1	1.3	0.9	0.0	-0.5	18.8	-7.7
44) CC(=O)Nc1cccc(-c2nnc(SCC(=O)n3c4c(c5ccccc53)CCCC4)n2C)c1
 : -0.2	9.2	-3.1	-0.8	0.8	-0.5	1.2	-2.1	1.3
45) COCCNC(=S)N/N=C(\C)c1cc2ccccc2o1
 : 1.8	5.7	7.1	4.3[fluorescence artefact?]	-0.8	0.7	-14.6	4.8	-0.1
46) CC(C)(C)c1ccc(C2(C)NC(=O)N(CC(=O)NCc3cccs3)C2=O)cc1 (configuration not stated)
 : -1.7	13.4	10.4	1.4	5.0	0.5	-3.6	-27.1	4.2
47) CC1(C(=O)NC2CCCCC2)CCC(=O)N1Cc1ccc2c(c1)OCO2 (configuration not stated)
 : ·	5.5	-1.4	-2.8	8.7	0.6	-6.0	-7.6	19.4
48) O=C(/C=C/c1ccc(Cl)c([N+](=O)[O-])c1)Nc1cccc(NC(=O)c2ccco2)c1
 : -9.8	16.2	27.1	-0.4	7.4	3.8	0.4	-92.2	31.8
49) CCOC(=O)Cn1c(-c2ccccc2)ccc(C#N)c1=O
 : 12.2	1.0	-0.1	1.5	-3.8	-2.5	11.2	40.5	0.5
50) O=C(Nc1nc2c(s1)CCCC2)c1ccc2ncsc2c1
 : -4.0	·	3.7	-1.2	1.4	0.1	5.4	-8.1	-8.3
51) O=C(N/N=C/C1CC2CCC1C2)c1c[nH]c2ccccc12 (configuration not stated)
 : -3.5	4.8	-8.0	-0.8	4.4	0.9	4.8	-83.0	-0.8
52) CCOc1ccc(-c2csc(NNC3=NCCCCC3)n2)cc1
 : 4.9	7.3	-1.4	1.1	5.8	2.0	-1.4	-15.2	9.5
53) COc1ccc(/C=C/C(=O)N2CCC(C(N)=O)CC2)cc1S(=O)(=O)N1CCOCC1
 : -2.0	-0.6	6.2	1.2	5.1	-0.7	5.1	-4.9	-10.5

From PubChem BioAssay

These rows are one share of the data. The share of hits here may be higher or lower than overall.
